PRMT1 FP inh = blocks human protein arginine methyltransferase 1; Q99873; recombinant PRMT1, activity-based probe fluorescence polarization; inhibition, % at 2.79 µM; 1.3% of 370,000 active;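 active = inhibition above about 21% made by adding two undisclosed values, limit read from the data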
TCR CD3 inh = inhibitors of human TCR-CD3 interaction. inhibition, % at 9.4 µM. 0.37% of 360,000 active. TAMRA-labeled TCR probe fluorescence, biochemical; in the data active = inhibition above about 19%;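 note: recombinant mutant TCR 2C K166C tagged with TAMRA read by polarization; 0% = receptor in buffer alone and 100% = receptor with positive control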
SIAE inh = blocks human sialic acid acetylesterase; 0.69% of 370,000 active; Q9HAT2; SIAE FP-Rh probe binding, fluorescence polarization; inhibition, % at 9.66 µM;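 active = inhibition above a cutoff: mean of compounds within the control limits plus 3 SD of those, cut at about 17% in these data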;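 note: 0% = plate median of compound wells and 100% = probe without SIAE protein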
LEDGF integ inh = blocks HIV-1 LEDGF/p75-dependent DNA integration. TR-FRET IN-LEDGF/p75 DNA integration, Eu/Cy5. inhibition, % at 3.7 µM. 0.64% of 370,000 active;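 active = inhibition above the screen-wide mean plus 3 SD, cut at about 13% in these data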;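 note: signal is the Cy5 over europium emission ratio at 671 and 618 nm; 0% = plate median of compound wells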
HTRA1 inhibitor = blocks human HTRA1 serine peptidase. recombinant HTRA1, FP-rhodamine activity-based probe, fluorescence polarization. Q92743. 0.5% of 340,000 active. AID 504803. inhibition, % at 5.96 µM; in the data active = inhibition above about 36%;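 note: 0% = enzyme with DMSO and 100% = wells lacking enzyme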
Target sequence (Q92743 whole entry, looked up): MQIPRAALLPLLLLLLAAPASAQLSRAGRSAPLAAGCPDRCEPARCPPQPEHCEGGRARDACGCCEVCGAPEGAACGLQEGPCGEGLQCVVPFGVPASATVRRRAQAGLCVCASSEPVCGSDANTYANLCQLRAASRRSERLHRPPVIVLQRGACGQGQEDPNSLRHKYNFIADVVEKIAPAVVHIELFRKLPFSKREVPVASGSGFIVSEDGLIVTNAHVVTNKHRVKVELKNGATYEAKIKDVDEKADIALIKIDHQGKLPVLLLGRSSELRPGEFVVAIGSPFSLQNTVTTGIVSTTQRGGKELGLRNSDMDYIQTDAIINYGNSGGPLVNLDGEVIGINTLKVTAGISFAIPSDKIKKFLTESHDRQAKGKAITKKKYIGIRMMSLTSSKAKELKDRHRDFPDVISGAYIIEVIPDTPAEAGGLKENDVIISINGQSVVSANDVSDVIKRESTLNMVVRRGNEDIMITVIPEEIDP
TDP2 inh = TDP2 (human) inhibition, absorbance primary screen. O95551. AID 720702. 0.34% of 370,000 active. inhibition, % at 12.8 µM. recombinant TDP2, T5PNP hydrolysis, p-nitrophenol absorbance 415 nm;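 active = inhibition above the mean of all tested compounds plus 3 SD, set per campaign, cut at about 25% in these data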;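 note: 0% = DMSO with enzyme and 100% = buffer with substrate but no TDP2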
Target sequence (O95551 whole entry, looked up): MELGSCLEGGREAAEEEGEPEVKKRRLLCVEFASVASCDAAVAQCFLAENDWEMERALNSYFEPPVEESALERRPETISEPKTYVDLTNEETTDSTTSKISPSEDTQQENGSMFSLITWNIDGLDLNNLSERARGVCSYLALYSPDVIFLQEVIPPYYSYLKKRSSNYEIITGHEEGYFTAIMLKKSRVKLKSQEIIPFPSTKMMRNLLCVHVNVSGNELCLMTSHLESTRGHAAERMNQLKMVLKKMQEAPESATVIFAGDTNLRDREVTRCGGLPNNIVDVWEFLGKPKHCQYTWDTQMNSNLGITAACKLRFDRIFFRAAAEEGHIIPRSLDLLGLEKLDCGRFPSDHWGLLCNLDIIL
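System: recombinant human TDP2 / Amount: 120 nM TDP2 per well / Also added: 5 mM T5PNP chromogenic substrate / Doses: 12.8 µM single point, 1% DMSO / Incubation: 2 h at 37 °C / Detection: p-Nitrophenol epi absorbance / Evaluation: % inhibition relative to enzyme-containing and enzyme-free wells / Repeats: singlicate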
ABHD4 inh = inhibits mouse alpha/beta hydrolase domain 4. Q8VD66. purified mABHD4, FP-Rh probe fluorescence polarization. inhibition, % at 8.92 µM. 0.54% of 370,000 active. AID 720543;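 active = inhibition exceeding the mean over every tested compound plus 3 SD, cut at about 30% in these data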;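 note: 0% = plate median of compound wells and 100% = S159A mutant with DMSO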
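assay system = mABHD4 protein | compound dosing = single nominal dose of 8.92 µM, 0.89% DMSO final | read-out basis = percent inhibition of probe binding, normalized to plate controls | schedule = Enzyme–compound pre-incubation 45 min, then probe 60 min, both 25 °C | detection = fluorescence polarization, excitation 525 nm, emission 598 nm, BODIPY TMR filters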
NR1D1 modulator = modulators of human Rev-erb alpha DNA binding; 0.79% of 370,000 active; P20393; Rev-erbα–FITC-DNA binding, fluorescence polarization, 90 min; activity, % at 10 µM;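 active = activity above about 14%, limit read from the data; passing the limit was not always enough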;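 note: 0% = DMSO wells with 35 nM protein and 100% = DMSO wells with 750 nM protein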
PG9 Ab binder = small molecules binding HIV-1 gp120 antibody PG9; TR-FRET gp120-PG9 antibody binding; inhibition, % at 6.7 µM; 0.43% of 360,000 active; AID 624416; in the data active = inhibition above about 8.5%
rCAG binder = binds r(CAG) RNA repeats. inhibition, % at 3 µM. r(CAG) RNA repeat, TO-PRO-1 dye displacement fluorescence. 1.3% of 370,000 active;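 active = inhibition above the plate cutoff, the mean of all test compounds on that plate plus 3 SD, cut at about 35% in these data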;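 note: 0% = DMSO alone and 100% = 100 µM mitoxantrone as full dye displacement; higher means more dye released from RNA so lower well fluorescence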
The depositor's hits bear a star; x = no result given. An excerpt; count on the stated rates, not on these rows.

SMILES	PRMT1 FP inh	TCR CD3 inh	SIAE inh	LEDGF integ inh	HTRA1 inhibitor	TDP2 inh	ABHD4 inh	NR1D1 modulator	PG9 Ab binder	rCAG binder
CCOC(=O)C1=C(c2ccccc2)N(C)C(=O)NC1c1ccc(O)c(OC)c1 (stereo not given)	1	7	12	0	2	6	-3	0	-0.8	-5
CCCCOc1ccc(-c2nc(=S)[nH][nH]2)cc1	22*	7	-9	0	-5	0	3	-9	-0.7	6
O=C(CSc1nc2ccsc2c(=O)n1CC1CCC(C(=O)O)CC1)c1ccc(Cl)cc1 (stereo not given)	-2	4	2	-1	-11	-7	-13	-2	-4.2	23
COc1ccc(C(C(=O)NC2CCCCC2)N(Cc2cccnc2)C(=O)c2snc(C(N)=O)c2N)cc1 (stereo not given)	1	6	-7	3	-7	0	4	-4	1.2	7
COc1ccccc1N1CCN(CCN2C(=O)CC3(CCCC3)CC2=O)CC1	3	0	-2	-2	5	-1	4	4	0.2	1
C=CCNC(=O)c1snnc1-c1ccccc1	-1	-4	0	-3	1	-1	0	-2	-1.4	1
COc1cc(OC)cc(-c2sc3ccc(OC)cc3c2-c2ccc(O)cc2)c1	2	0	-9	2	-12	-6	-29	5	-0.9	7
Nn1c(COc2ccc(Cl)cc2)nc2ccccc2c1=O	-3	-2	4	2	-13	2	-1	-4	0.0	-4
Clc1cccc(-c2nc3ccc(Br)cn3c2Cc2ccccc2)c1	0	-6	1	0	x	4	-13	-4	0.8	50*
O=C(CNC(=O)c1ccccc1Br)Nc1cccc(S(=O)(=O)Nc2ccccc2Cl)c1	4	8	-22	0	-11	-8	-21	-1	0.0	26
COc1ccc(C2C(Oc3ccccc3)C(=O)N2c2cc(C)ccc2C)cc1OC (stereo not given)	1	-4	-1	-2	-25	-1	-7	6	3.2	0
Cc1ccc(-n2nc3c(c2NC(=O)c2ccco2)CS(=O)(=O)C3)c(C)c1	-1	-6	2	2	3	-4	-5	-4	-1.6	3
Cc1cccc(C(C)C)c1NC(=O)c1ccc(COc2ccc3c(C)cc(=O)oc3c2)cc1	1	-5	-20	-4	-16	-11	-3	13	3.1	4
Cc1ccccc1CN1CCN(Cc2cc(=O)c3ccccc3[nH]2)CC1CCO (stereo not given)	-2	-11	-1	10	7	-13	-2	0	-0.7	5
O=C(NNC(=S)NC(=O)c1ccc(F)cc1)c1cccnc1	-3	9	3	-3	6	1	4	2	-0.1	4
CCOC(=O)C1CCN(C(=O)c2cc(S(=O)(=O)N3CCCCC3)ccc2C)CC1	-1	-9	-4	0	0	-7	8	2	-1.4	-5
CCCc1cc(=O)oc2cc(OCc3ccc(C(=O)O)o3)ccc12	7	-5	1	-4	-2	-5	-4	-4	1.0	5
COc1ccc(S(=O)(=O)N2CCC(C(=O)N[C@@H](C)C(=O)NCc3ccc(F)cc3)CC2)cc1	0	10	-3	-2	-7	-10	4	3	0.3	-1
COc1cc(C2CC(=O)Oc3c(C(CCN4CCOCC4)c4ccc(N(C)C)cc4)c(OC)cc(OC)c32)cc(OC)c1OC (stereo not given)	-1	-3	-3	0	4	-8	4	0	-1.6	-2
COc1ccc(S(=O)(=O)N(CC(=O)N2CCOCC2)Cc2ccccc2)cc1	-4	7	4	1	5	4	3	-3	-1.9	-6
CC(=O)c1sc(NC(=O)C2CC(=O)N(Cc3ccccc3)C2)nc1-c1ccccc1 (stereo not given)	4	5	-13	1	-16	7	-3	-10	-0.7	0
CCN(CC)CCCNC(=O)c1cc2cc(Cl)ccc2nc1N	1	-7	12	-3	x	3	2	-5	-0.2	3
Cc1nnc(Sc2cc(NCCCO)c([N+](=O)[O-])c3nonc23)s1	91*	1	6	-2	3	-3	18	-6	-1.5	-1
Cc1cccc(OCCn2c(=O)sc3ccccc32)c1	1	0	1	0	-21	8	-13	7	0.3	-3
CN(c1ccccc1)S(=O)(=O)c1cccc(C(=O)NCC(c2cccs2)N2CCOCC2)c1 (stereo not given)	1	2	-5	0	4	-3	-7	-3	-2.0	3

12 successive compounds from above:
SMILES	PRMT1 FP inh	TCR CD3 inh	SIAE inh	LEDGF integ inh	HTRA1 inhibitor	TDP2 inh	ABHD4 inh	NR1D1 modulator	PG9 Ab binder	rCAG binder
Cc1ccccc1CN1CCN(Cc2cc(=O)c3ccccc3[nH]2)CC1CCO (stereo not given)	-2	-11	-1	10	7	-13	-2	0	-0.7	5
O=C(NNC(=S)NC(=O)c1ccc(F)cc1)c1cccnc1	-3	9	3	-3	6	1	4	2	-0.1	4
CCOC(=O)C1CCN(C(=O)c2cc(S(=O)(=O)N3CCCCC3)ccc2C)CC1	-1	-9	-4	0	0	-7	8	2	-1.4	-5
CCCc1cc(=O)oc2cc(OCc3ccc(C(=O)O)o3)ccc12	7	-5	1	-4	-2	-5	-4	-4	1.0	5
COc1ccc(S(=O)(=O)N2CCC(C(=O)N[C@@H](C)C(=O)NCc3ccc(F)cc3)CC2)cc1	0	10	-3	-2	-7	-10	4	3	0.3	-1
COc1cc(C2CC(=O)Oc3c(C(CCN4CCOCC4)c4ccc(N(C)C)cc4)c(OC)cc(OC)c32)cc(OC)c1OC (stereo not given)	-1	-3	-3	0	4	-8	4	0	-1.6	-2
COc1ccc(S(=O)(=O)N(CC(=O)N2CCOCC2)Cc2ccccc2)cc1	-4	7	4	1	5	4	3	-3	-1.9	-6
CC(=O)c1sc(NC(=O)C2CC(=O)N(Cc3ccccc3)C2)nc1-c1ccccc1 (stereo not given)	4	5	-13	1	-16	7	-3	-10	-0.7	0
CCN(CC)CCCNC(=O)c1cc2cc(Cl)ccc2nc1N	1	-7	12	-3	x	3	2	-5	-0.2	3
Cc1nnc(Sc2cc(NCCCO)c([N+](=O)[O-])c3nonc23)s1	91*	1	6	-2	3	-3	18	-6	-1.5	-1
Cc1cccc(OCCn2c(=O)sc3ccccc32)c1	1	0	1	0	-21	8	-13	7	0.3	-3
CN(c1ccccc1)S(=O)(=O)c1cccc(C(=O)NCC(c2cccs2)N2CCOCC2)c1 (stereo not given)	1	2	-5	0	4	-3	-7	-3	-2.0	3

(more compounds)
SMILES	PRMT1 FP inh	TCR CD3 inh	SIAE inh	LEDGF integ inh	HTRA1 inhibitor	TDP2 inh	ABHD4 inh	NR1D1 modulator	PG9 Ab binder	rCAG binder
CCOc1ccc(S(=O)(=O)N2CCC(C(=O)N3CCN(c4ccccc4)CC3)CC2)cc1	0	-11	9	0	5	-4	-4	-5	1.9	-2
Cc1cc(C(=O)OCC(=O)NC(C)c2ccccc2)c(C)o1 (stereo not given)	-2	5	0	0	1	-2	1	-2	0.7	-3
COc1ccccc1NS(=O)(=O)c1cccc(N2CC(O)=C(c3ccccc3)C2=N)c1	4	9	1	1	10	6	0	1	-0.8	1
CCOc1ccc(-c2cn(-c3ccccc3OC)c(=S)[nH]2)cc1	6	1	0	2	-18	1	0	0	-0.6	4
COc1ccc(C(=O)N2CCN(c3ncnc4c(-c5ccccc5)nsc34)CC2)cc1	0	1	5	0	-5	11	-8	0	-0.1	3
NS(=O)(=O)c1cc(C(=O)O)cc(N2CCCC2)c1Oc1ccccc1	-3	9	2	2	-2	-8	-4	0	-0.4	10
COc1ccc(C2OC(=O)CC2C(=O)NCc2ccc(Cl)cc2)cc1OC (stereo not given)	5	-3	0	-3	-8	6	-5	-5	0.2	2
Cc1cccc(C(C(=O)NC2CCCCC2)N(C(=O)c2csnn2)C2CC2)c1 (stereo not given)	-2	4	-5	2	-8	-8	-9	0	0.3	1
CCN(CC(=O)NC1CCS(=O)(=O)C1)S(=O)(=O)c1ccc2ccccc2c1 (stereo not given)	1	-6	-3	-2	0	-5	10	2	3.2	1
COC(=O)CCCC1=CC2=CC(=O)C(C)(OC(=O)c3cccs3)C(=O)C2=CN1C1CCCCC1 (stereo not given)	4	8	8	3	1	4	0	-1	-1.1	5
CCOc1ccc(/C(O)=C2/C(=O)C(=O)N(c3nc(C)c(C)s3)C2c2ccco2)cc1 (stereo not given)	2	2	6	-5	8	1	6	6	-2.0	25
FC(F)(F)C(Oc1nc(Nc2ccc(Cl)cc2)nc(N2CCOCC2)n1)C(F)(F)F	-1	-3	-10	1	-9	-1	-11	8	-1.0	3
CCCC(=O)Nc1nc2ccc3nc(C)sc3c2s1	1	4	-8	1	-10	1	-16	1	0.6	14
Cc1ccccc1S(=O)(=O)Cc1ccc(C(=O)N2CCN(C3CCCCC3)CC2)o1	-1	1	-6	4	-1	1	-2	x	-0.3	1
O=C(O)c1ccc(NS(=O)(=O)c2ccc(Cl)c(C(=O)Nc3ccccc3)c2)cc1	-1	-3	9	4	3	-9	0	-3	-2.0	3
CCOc1ccc2[nH]c(=O)c(C(c3nnnn3Cc3ccco3)N3CCN(C)CC3)cc2c1 (stereo not given)	11	2	2	5	0	-6	12	6	-1.6	10
OC(CNCCc1ccc(Cl)cc1)COCc1ccco1 (stereo not given)	2	-8	-6	-4	7	-3	6	6	-0.4	-2
CCOC(=O)C1CCN(S(=O)(=O)c2ccc(NC(=O)c3ccco3)cc2)CC1	0	6	-8	-1	-5	-6	-5	-11	0.8	0
CCN(CC)C(=O)CSc1nc2ccccc2c(=O)n1CC1CCCCC1	0	5	-1	2	-24	-4	-7	-5	0.2	-2
CCN1C(=O)N(S(=O)(=O)c2ccc(C)cc2)[C@@H](c2ccccc2)C(C(=O)OC)=C1C	2	-6	0	3	-11	-1	-12	-2	1.1	-7
Cc1cc(C)cc(OCC(=O)Nc2ccc3c4c(cccc24)CC3)c1	1	-3	-1	0	7	2	-3	2	-1.8	0
COc1ccc(CNC(=O)COc2ccc(C)nc2[N+](=O)[O-])cc1	-1	4	2	3	-4	6	-1	3	-0.4	-1
CCc1nc2ccc(C(=O)Nc3cccc(NS(C)(=O)=O)c3)cn2c1N(C)CCCc1ccccc1	2	4	5	-4	x	2	-16	-11	1.9	8
CC(C)c1ccc(CN(C(=O)c2ccco2)C2CCS(=O)(=O)C2)cc1 (stereo not given)	4	-3	-3	3	-1	13	0	-4	0.0	-2
OC(c1ccc(Cl)cc1)c1ncc(-c2cccc(F)c2)[nH]1 (stereo not given)	3	8	0	0	x	-1	-3	-1	-0.1	2
COc1ccc(OCC(O)CNC(=O)Nc2cc(C)cc(C)c2)cc1 (stereo not given)	-1	0	2	2	4	-15	-2	2	0.3	-6
CNc1c([N+](=O)[O-])cnn1-c1ccc(C)cc1	0	-4	1	-4	2	4	0	-2	0.2	0
CCCNC(=O)c1cc(-c2ccc(Br)cc2)on1	-3	3	6	1	1	-1	-5	-6	-2.5	5
